PP5 primary: PP5 (human) phosphatase inhibition | P53041 | purified PP5c, OMFP substrate fluorescence | inhibition, % at 6.7 µM | 0.18% of 320,000 active;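 active = inhibition above the campaign's mean inhibition across all tested compounds plus 3 SD, cut at about 9.5% in these data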;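 also: 0% = DMSO only and 100% = 100 µM cantharidin control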
Target sequence (P53041 whole entry, looked up): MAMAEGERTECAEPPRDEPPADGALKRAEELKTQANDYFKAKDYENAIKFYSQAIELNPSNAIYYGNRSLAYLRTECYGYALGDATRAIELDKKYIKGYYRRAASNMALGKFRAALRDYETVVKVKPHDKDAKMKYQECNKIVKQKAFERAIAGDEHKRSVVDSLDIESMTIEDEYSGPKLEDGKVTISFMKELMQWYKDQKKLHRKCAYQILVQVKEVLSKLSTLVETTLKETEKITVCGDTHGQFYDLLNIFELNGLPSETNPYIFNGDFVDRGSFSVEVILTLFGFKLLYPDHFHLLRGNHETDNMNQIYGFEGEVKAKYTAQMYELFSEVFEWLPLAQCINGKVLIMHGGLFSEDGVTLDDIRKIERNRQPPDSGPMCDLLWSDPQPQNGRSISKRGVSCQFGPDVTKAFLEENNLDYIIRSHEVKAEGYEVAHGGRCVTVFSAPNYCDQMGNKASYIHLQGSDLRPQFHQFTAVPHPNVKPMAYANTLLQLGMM
core dimer inh: HCV core protein dimerization inhibition; AID 1899; inhibition, % at 5 µM; 0.33% of 300,000 active; TR-FRET GST/Flag-core106 dimerization, 1536-well;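 active = inhibition above the mean of all tested compounds plus 3 SD, set per screening campaign, cut at about 45% in these data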
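Assay system: tagged HCV core106 pair (GST and Flag); medium: KF-containing HEPES buffer, pH 7.45, DTT, CHAPS, BSA; also added: Eu donor and XL665 acceptor anti-tag antibodies; dosing: 5 µM single dose; timing: compound-protein-antibody incubation 4 h at 22.5 °C; signal: TR-FRET 671 and 617 nm emission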
procasp7 counter: counter-screen for procaspase-3 activators: activators of human procaspase-7. P55210. recombinant procaspase-7, Ac-DEVD-pNA absorbance 405 nm; D23A/D198A/D206A triple mutant, cannot self-cleave; scale: DMSO 0, 5 µM enzyme 100. activation, % at 8.5 µM. 0.093% of 330,000 active;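 active = percent activation above the screen-wide mean plus 3 SD, cut at about 25% in these data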
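Assay system: Uncleavable procaspase-7 mutant enzyme | Input: 2 µM procaspase-7 mutant as dispensed | Timing: 1 h compound preincubation, 2 h substrate cleavage, 25 °C | Repeats: One well per compound | Control set: DMSO wells as 0%, DMSO with 5 µM added PC-7 as 100% | Technique: Epi-absorbance of released pNA at 405 nm, two timepoints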
TPT1 inh: C. albicans TPT1 enzyme inhibition; recombinant caTPT1, FP RNA substrate dephosphorylation; inhibition, % at 5 µM; 0.81% of 300,000 active; AID 1962;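 active = inhibition above the mean of all tested compounds plus 3 SD, set per screening campaign, cut at about 24% in these data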;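 also: plate controls were DMSO alone for no effect and ferristatin control at 100 nM for full effect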
Efflux pump inh: inhibitors of Candida antifungal efflux pumps expressed in yeast; inhibition, % at 10 µM; S. cerevisiae Candida pump triplex, Nile Red efflux; 0.44% of 330,000 active;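 active = plate passing quality check with inhibition over a set limit, or well fluorescence over plate mean plus 4 SD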;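 also: Nile Red retained in pooled yeast measured as flow cytometry median fluorescence; 0% = buffer negative control and 100% = Enniatin B positive control; higher means more Nile Red kept so more efflux inhibition; some compounds called inactive have numbers as strong as hits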
PP1 inh: PP1-alpha (human) inhibition in PP5 counter-screen. P62136. purified PP1alpha, OMFP fluorescence. inhibition, % at 6.7 µM. 0.9% of 320,000 active;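 active = inhibition above the mean inhibition of all tested compounds plus 3 SD, computed separately for each screening campaign, cut at about 15% in these data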
JMJD2C inh: inhibitors of human GASC-1 (JMJD2C) demethylase; 0.069% of 330,000 active; inhibition, % at 2.35 µM; GST-JMJD2C(1-420) H3K9me3 demethylation, DELFIA europium;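 active = more than half of a compound's replicate wells show inhibition beyond 50%, single wells judged on their own value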;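 also: signal counts dimethyl H3K9 product captured on neutravidin plate; 0% = median of DMSO wells and 100% = 0.3 times that DMSO median; strong numbers were not always called active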
Target sequence (Q9H3R0 1-420 limits assumed): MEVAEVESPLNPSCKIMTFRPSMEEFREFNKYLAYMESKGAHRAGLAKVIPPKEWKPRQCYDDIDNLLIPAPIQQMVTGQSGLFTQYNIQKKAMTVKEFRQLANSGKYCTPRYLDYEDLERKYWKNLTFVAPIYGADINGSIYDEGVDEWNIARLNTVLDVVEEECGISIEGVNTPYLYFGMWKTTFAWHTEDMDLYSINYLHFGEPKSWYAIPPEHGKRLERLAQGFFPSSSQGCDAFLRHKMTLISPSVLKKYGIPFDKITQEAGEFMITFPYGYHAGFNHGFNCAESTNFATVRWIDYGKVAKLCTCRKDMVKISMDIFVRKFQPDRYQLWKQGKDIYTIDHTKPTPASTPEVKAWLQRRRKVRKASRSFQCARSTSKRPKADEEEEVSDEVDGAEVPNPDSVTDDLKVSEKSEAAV
Fh CTSL1 inh: counter-screen for PFM18AAP inhibitors: inhibitors of F. hepatica cathepsin L1 | AID 1906 | recombinant F. hepatica cathepsin L1, Z-Leu-Arg-MCA fluorescence | inhibition, % at 5.96 µM | 0.49% of 300,000 active;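 active = inhibition above the mean of all tested compounds plus 3 SD, set per screening campaign, cut at about 17% in these data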;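 also: 0% = plate median of test compound wells and 100% = 1 µM Z-Phe-Ala-diazomethylketone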
procasp3 activ: activates human procaspase-3; P42574; recombinant procaspase-3 D3A, Ac-DEVD-pNA absorbance 405 nm; activation, % at 8.5 µM; 0.11% of 330,000 active; AID 463141;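 active = activation above the mean of all tested compounds plus 3 SD, cut at about 21% in these data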;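 also: 0% = DMSO alone and 100% = DMSO wells spiked with extra 5 µM PC-3 D3A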
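System: Procaspase-3 D3A mutant. Medium: Zinc-free 300 mM NaCl, 50 mM HEPES, 0.01% Triton X-100. Schedule: 1 h preincubation plus 2 h reaction at 25 °C. Measured by: 405 nm absorbance of p-nitroaniline, reads at 0 and 120 min. Read-out: percent activation relative to control range.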
Active calls of the source: *.

C#CCOCCOCCOCCNc1nc(N2CCN(C(=O)[C@H](CCC(=O)O)n3cc(C(N)Cc4ccc(O)cc4)nn3)CC2)nc(N2CCN(C(=O)[C@H](CCC(=O)O)n3cc(C(N)CC(C)C)nn3)CC2)n1 (some centres not stated) was read as PP5 primary 3.6, core dimer inh -9, procasp7 counter 6, TPT1 inh -2, Efflux pump inh 0.1, PP1 inh 6, JMJD2C inh 0, Fh CTSL1 inh 0 and procasp3 activ 0.
For Cc1ccc(C(=O)CCC(=O)NC2CCCC(C)C2C)cc1 (configuration not stated) the results were PP5 primary 2.5, core dimer inh 4, procasp7 counter -7, TPT1 inh -1, Efflux pump inh 0.2, PP1 inh -4, JMJD2C inh 17, Fh CTSL1 inh 0 and procasp3 activ 11.
For O=C(NNC(=O)C1CCC1)c1cccc(Cl)c1 the results were PP5 primary 1.8, procasp7 counter -2, Efflux pump inh 0.1, PP1 inh -3, JMJD2C inh -4 and procasp3 activ 0.
For O=C(CSc1ccccc1)NCc1ccccc1 the results were PP5 primary -0.2, core dimer inh 6, procasp7 counter 1, TPT1 inh -3, Efflux pump inh -0.1, PP1 inh -4, JMJD2C inh 3, Fh CTSL1 inh 1 and procasp3 activ 3.
`CCOC(=O)/C(C#N)=N/Nc1ccc(S(=O)(=O)N2CCc3ccccc32)cc1` gave PP5 primary 4.4, core dimer inh 26, procasp7 counter -12, TPT1 inh 2, Efflux pump inh -0.1, PP1 inh -1, JMJD2C inh -8, Fh CTSL1 inh 2 and procasp3 activ 2.
For Cn1cccc1/C=C1\SC(=S)N(NC(=O)c2ccccc2)C1=O the results were PP5 primary 5.6, core dimer inh -10, procasp7 counter -1, TPT1 inh 89*, Efflux pump inh 0.1, PP1 inh 0, JMJD2C inh 5, Fh CTSL1 inh 6 and procasp3 activ 0.
For Cc1ccccc1OCC1Cc2c(nc(N)c(C#N)c2N)O1 (configuration not stated) the results were PP5 primary -0.1, core dimer inh -2, procasp7 counter 0, TPT1 inh -11, Efflux pump inh 0.0, PP1 inh -2, JMJD2C inh -1, Fh CTSL1 inh -6 and procasp3 activ 3.
For Cc1cc(NC(=O)C2CCCCC2)ccc1NC(=O)c1ccccc1Cl the results were PP5 primary 3.4, core dimer inh -2, procasp7 counter 2, TPT1 inh 0, Efflux pump inh -0.1, PP1 inh 2, JMJD2C inh 4, Fh CTSL1 inh -1 and procasp3 activ 5.
Screening Cc1cc(C)cc(C(=O)Nc2nnc(SCC(=O)N3CCCc4ccccc43)s2)c1 returned PP5 primary 0.7, core dimer inh 11, procasp7 counter -13, TPT1 inh 1, Efflux pump inh 0.4, PP1 inh -7, JMJD2C inh 1, Fh CTSL1 inh -4 and procasp3 activ 3.
For Cc1ccc(S(=O)(=O)N2CCN(C(=O)CSc3nccn3C)CC2)cc1 the results were PP5 primary -0.7, core dimer inh 0, procasp7 counter 1, TPT1 inh 0, Efflux pump inh -0.1, PP1 inh -4, JMJD2C inh 0, Fh CTSL1 inh -3 and procasp3 activ -3.
C=CCn1c(SCC(=O)Nc2ccc(C(=O)OCC)cc2)nnc1-c1cccs1 was read as PP5 primary 1.3, core dimer inh 2, procasp7 counter 12, TPT1 inh 0, Efflux pump inh 0.0, PP1 inh 2, JMJD2C inh -9, Fh CTSL1 inh 4 and procasp3 activ -8.
`CCc1nnc(NC2=NCCC2)s1` gave PP5 primary -0.7, core dimer inh -9, procasp7 counter 11, TPT1 inh -6, Efflux pump inh 0.0, PP1 inh -4, JMJD2C inh 16, Fh CTSL1 inh -3 and procasp3 activ 5.

The last 4 compounds of the part above are carried over, then new ones follow.
Screening Cc1cc(C)cc(C(=O)Nc2nnc(SCC(=O)N3CCCc4ccccc43)s2)c1 returned PP5 primary 0.7, core dimer inh 11, procasp7 counter -13, TPT1 inh 1, Efflux pump inh 0.4, PP1 inh -7, JMJD2C inh 1, Fh CTSL1 inh -4 and procasp3 activ 3.
For Cc1ccc(S(=O)(=O)N2CCN(C(=O)CSc3nccn3C)CC2)cc1 the results were PP5 primary -0.7, core dimer inh 0, procasp7 counter 1, TPT1 inh 0, Efflux pump inh -0.1, PP1 inh -4, JMJD2C inh 0, Fh CTSL1 inh -3 and procasp3 activ -3.
C=CCn1c(SCC(=O)Nc2ccc(C(=O)OCC)cc2)nnc1-c1cccs1 was read as PP5 primary 1.3, core dimer inh 2, procasp7 counter 12, TPT1 inh 0, Efflux pump inh 0.0, PP1 inh 2, JMJD2C inh -9, Fh CTSL1 inh 4 and procasp3 activ -8.
`CCc1nnc(NC2=NCCC2)s1` gave PP5 primary -0.7, core dimer inh -9, procasp7 counter 11, TPT1 inh -6, Efflux pump inh 0.0, PP1 inh -4, JMJD2C inh 16, Fh CTSL1 inh -3 and procasp3 activ 5.
CCCCc1c(O)nc(SCC(=O)Nc2ccc(C)cc2)n(-c2ccc(OC)cc2)c1=O was read as PP5 primary 3.7, core dimer inh -4, procasp7 counter 5, TPT1 inh -2, Efflux pump inh 0.1, PP1 inh 1, JMJD2C inh 5, Fh CTSL1 inh -2 and procasp3 activ 0.
For COC(=O)C1CCN(C(=O)C2CCN(C(=O)[C@@H](NS(=O)(=O)c3ccc(C)cc3)C(C)C)CC2)CC1 the results were PP5 primary 0.5, core dimer inh 2, procasp7 counter -5, TPT1 inh -1, Efflux pump inh 0.0, PP1 inh -8, JMJD2C inh -12, Fh CTSL1 inh 1 and procasp3 activ 9.
For NC(=O)c1cn(-c2ccccc2)nc1-c1cccnc1 the results were PP5 primary -1.6, core dimer inh -3, procasp7 counter -2, TPT1 inh -2, Efflux pump inh 0.1, PP1 inh 0, JMJD2C inh 17, Fh CTSL1 inh 3 and procasp3 activ -5.
COC(=O)CNC(=O)COC(=O)c1ccc(Cl)nc1 was read as PP5 primary 0.4, core dimer inh -5, procasp7 counter 6, TPT1 inh -1, Efflux pump inh -0.1, PP1 inh -2, JMJD2C inh 9, Fh CTSL1 inh -1 and procasp3 activ 3.
Screening COc1ccc(C2=C(N)c3ccccc3C2=O)cc1 returned PP5 primary 3.3, core dimer inh -33, procasp7 counter 9, TPT1 inh 0, Efflux pump inh -0.4, PP1 inh -3, JMJD2C inh -17, Fh CTSL1 inh -3 and procasp3 activ -6.
Screening Cc1ccc(S(=O)(=O)N2CCOCC2)cc1NC(=O)CN1C(=O)NC2(CCCC2)C1=O returned procasp7 counter 1, Efflux pump inh 0.0, JMJD2C inh 25 and procasp3 activ 6.
`CC(C)NC(=O)C1CC(=O)N(C(C)c2ccccc2)C1` (configuration not stated) gave PP5 primary -0.8, core dimer inh -2, procasp7 counter 4, TPT1 inh 0, Efflux pump inh 0.0, PP1 inh -1, JMJD2C inh 3, Fh CTSL1 inh -3 and procasp3 activ 9.
COC(=O)c1cc(C#N)c(=O)[nH]c1C was read as PP5 primary -0.3, core dimer inh 6, procasp7 counter 5, TPT1 inh -2, Efflux pump inh 0.0, PP1 inh -2, JMJD2C inh 0, Fh CTSL1 inh 1 and procasp3 activ -1.
Screening O=C(c1ccccc1)c1ccc(-n2ccnc2)c([N+](=O)[O-])c1 returned PP5 primary -1.1, core dimer inh 11, procasp7 counter 13, TPT1 inh -2, Efflux pump inh 0.0, PP1 inh -4, JMJD2C inh -2, Fh CTSL1 inh -2 and procasp3 activ 8.
CCC(CC)N1CCN(CCc2ccccc2)C(CCO)C1 (configuration not stated) was read as PP5 primary 2.9, core dimer inh -4, procasp7 counter 9, TPT1 inh -2, Efflux pump inh 0.0, PP1 inh -2, JMJD2C inh -18, Fh CTSL1 inh -3 and procasp3 activ -3.
Cc1ccc(C)c(OCC(=O)Nc2ccccc2C(=O)N2CCN(C)CC2)c1 was read as PP5 primary -3.2, core dimer inh 0, procasp7 counter 3, TPT1 inh 1, Efflux pump inh -0.7, PP1 inh -3, JMJD2C inh -8, Fh CTSL1 inh 2 and procasp3 activ 2.
`COc1cc(C(=O)NNC(=O)c2ccccc2OCc2c(C)noc2C)cc(OC)c1OC` gave PP5 primary 3.0, procasp7 counter -7, Efflux pump inh 0.2, PP1 inh 3, JMJD2C inh 2 and procasp3 activ -6.
Cc1ccc(O)c(N=CC2=C(O)c3ccccc3C2=O)c1 was read as PP5 primary 4.5, core dimer inh 41, procasp7 counter -18, TPT1 inh 3, Efflux pump inh 0.1, PP1 inh 5, JMJD2C inh 4, Fh CTSL1 inh 0 and procasp3 activ 9.
Screening Cc1ccccc1N1C(=O)C2C3C=CC(C2C1=O)N(C)C3=O (configuration not stated) returned PP5 primary 2.1, core dimer inh -4, procasp7 counter 4, TPT1 inh 1, Efflux pump inh -0.1, PP1 inh -5, JMJD2C inh -2, Fh CTSL1 inh 2 and procasp3 activ -4.
Screening COc1cc(S(=O)(=O)NCc2ccccn2)c(OC)cc1Cl returned PP5 primary 2.7, core dimer inh 1, procasp7 counter -3, TPT1 inh -6, Efflux pump inh 0.0, PP1 inh 0, JMJD2C inh 12, Fh CTSL1 inh 6 and procasp3 activ 1.
Screening Clc1ccccc1OCc1nnc(-c2ccccc2)o1 returned PP5 primary 1.2, core dimer inh 3, procasp7 counter 1, TPT1 inh 2, Efflux pump inh 0.3, PP1 inh -2, JMJD2C inh 3, Fh CTSL1 inh -3 and procasp3 activ -1.
`Cc1nc(-c2ccc(NC(=O)c3ccccc3)cc2)cs1` gave PP5 primary -0.7, core dimer inh -1, procasp7 counter 4, TPT1 inh 0, Efflux pump inh -0.1, PP1 inh -4, JMJD2C inh -4, Fh CTSL1 inh -7 and procasp3 activ -9.
CCOC(=O)c1c(NC(=O)/C=C/c2ccc(C)o2)sc(C)c1C was read as PP5 primary 4.0, core dimer inh 3, procasp7 counter -1, TPT1 inh 3, Efflux pump inh 0.1, PP1 inh -8, JMJD2C inh 4, Fh CTSL1 inh -2 and procasp3 activ -2.
`O=C(NCC1CCS(=O)(=O)C1)NCC1CCS(=O)(=O)C1` (configuration not stated) gave PP5 primary 0.2, core dimer inh 1, procasp7 counter -1, TPT1 inh -2, Efflux pump inh 0.0, PP1 inh -4, JMJD2C inh 3, Fh CTSL1 inh 3 and procasp3 activ 0.
`O=C(OC1CCOC1=O)c1cc(-c2ccc(Br)cc2)nc2ccccc12` (configuration not stated) gave PP5 primary -1.0, core dimer inh 18, procasp7 counter 2, TPT1 inh -2, Efflux pump inh -0.3, PP1 inh 4, JMJD2C inh -15, Fh CTSL1 inh 0 and procasp3 activ -3.
For c1ccc(-c2[nH]ncc2CN2CCN(Cc3ccc4c(c3)OCO4)CC2)cc1 the results were PP5 primary 2.3, core dimer inh -5, procasp7 counter 1, TPT1 inh -4, Efflux pump inh -0.1, PP1 inh 2, JMJD2C inh 4, Fh CTSL1 inh -4 and procasp3 activ -4.
